# Compound activity: PubChem BioAssay, National Center for Advancing Translational Sciences (NCATS)
# mIDH1 inhibitor: human IDH1 R132H inhibition. O75874. IDH1-R132H enzyme, NADPH consumption, diaphorase/resazurin fluorescence. Potency, µM (series often up to 76.6 µM), for the others: top-dose activity change, negative = inhibition, hits mostly inhibitors. actives 0.093% (n = 390,000). AID 602179; also: potency is read from the fitted curve at half-maximal effect; % is scaled to controls: 0 for no effect and ±100 for the full control effect; nearly all actives have a fitted effect of over 65% in size
#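 IDH1-R132H (0.5 ug/mL dispensed) in pH 7.5 Tris buffer was preincubated 30 min with compound, then given a substrate mix of 0.016 mM NADPH and 2 mM alpha-KG for 80 min at room temperature; remaining NADPH was read by diaphorase/resazurin fluorescence.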
# Pin1 inhibitor: blocks the human prolyl isomerase Pin1. Pin1 FP peptide displacement, HiFluor488, 10 min. AID 504891. actives 0.009% (n = 390,000). Potency, µM (titrated, usually from 115 µM), for inactives: top-dose activity, negative = inhibition, most hits filed as inhibitors; active = well fitted inhibition curve with a large enough effect in the polarisation, with a control signal flat, not every such curve was filed as active; inconclusive = small, poorly fitted or top-dose-only effect, or effect the other way, or a change in a side signal; inactive = no such curve, though single readings can be large or run the other way; the % refers to the polarisation; also: potency is read from the fitted curve at half-maximal effect; % is scaled to controls: 0 for no effect and ±100 for the full control effect
# USP1-UAF1 inh: blocks the human USP1/UAF1 deubiquitinase complex | recombinant USP1/UAF1, Ub-Rhodamine cleavage fluorescence | actives 0.23% (n = 390,000) | O94782 | AID 743255 | Potency, µM (doses to about 57.1 µM), for inactives: at the highest dose activity change, negative = inhibition, most hits filed as inhibitors; also: potency is read from the fitted curve at half-maximal effect; % is scaled to controls: 0 for no effect and ±100 for the full control effect; nearly all actives have a fitted effect of over 60% in size; inactives centre near -12
#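 Step one: compound is pinned into 1nM USP1/UAF1 in HEPES pH 7.8 buffer with TCEP. Step two: 15 min room-temperature incubation. Step three: Ub-Rho (150nM final) starts cleavage, tracked by fluorescence over six one-minute reads.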
# GLS inhibitor: blocks human kidney-isoform glutaminase activity | O94925 | GLS enzymatic activity, qHTS titration | Potency, µM (titrated, usually from 45.5 µM), for the others: at the top dose activity change, negative = inhibition, actives largely listed as inhibitors | actives 0.21% (n = 410,000); also: potency is read from the fitted curve at half-maximal effect; % is scaled to controls: 0 for no effect and ±100 for the full control effect
#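 Assay buffer: 45 mM KH2PO4 pH 8.2, 0.02% Tween-20. hKGA acts on L-glutamine (1 mM solution added); product glutamate is reported by an oxidase/peroxidase Amplex Red coupling, with fluorescence taken at baseline and 30 min.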
# TrxR1 substrate: substrates of rat thioredoxin reductase 1; O89049; purified TrxR1 substrate turnover, NADPH consumption readout; Potency, µM (highest dose often 114 µM), for the others: top-dose activity change, negative = substrate turnover; actives 0.01% (n = 390,000); AID 588456; also: potency is read from the fitted curve at half-maximal effect; % is scaled to controls: 0 for no effect and ±100 for the full control effect; nearly all actives have a fitted effect of over 50% in size
# Target sequence (O89049 whole entry, looked up): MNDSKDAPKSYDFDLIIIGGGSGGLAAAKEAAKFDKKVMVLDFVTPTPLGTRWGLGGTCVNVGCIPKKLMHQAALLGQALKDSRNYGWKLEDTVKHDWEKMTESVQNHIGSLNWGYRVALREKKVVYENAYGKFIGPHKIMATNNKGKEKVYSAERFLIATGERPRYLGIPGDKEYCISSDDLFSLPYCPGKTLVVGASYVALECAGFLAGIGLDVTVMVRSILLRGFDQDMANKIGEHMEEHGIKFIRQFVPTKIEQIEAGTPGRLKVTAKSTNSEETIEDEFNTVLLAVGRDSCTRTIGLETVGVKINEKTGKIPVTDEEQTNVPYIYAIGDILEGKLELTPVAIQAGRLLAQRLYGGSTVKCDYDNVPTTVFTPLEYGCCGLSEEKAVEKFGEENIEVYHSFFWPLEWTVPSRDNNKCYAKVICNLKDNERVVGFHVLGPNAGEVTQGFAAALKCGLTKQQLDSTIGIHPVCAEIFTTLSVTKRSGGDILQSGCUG
#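 Rat TrxR1, dispensed at 90 nM, was prereduced with 400 uM NADPH (final) for 5 min at ~22 deg C, then incubated with compound 15 min before 400 uM selenite. A first-read NADPH fluorescence drop versus no-compound background flagged substrates.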
# HP1b chromo inh: HP1-beta chromodomain-methylated histone interaction inhibition; actives 0.56% (n = 390,000); Potency, µM (top dose mostly 114 µM), for inactives: top-dose activity change, negative = inhibition, actives largely listed as inhibitors; P83916; AlphaScreen HP1-beta / biotin-H3K9me3 peptide binding; also: potency is read from the fitted curve at half-maximal effect; nearly all actives have a fitted effect of over 70% in size; inactives centre near 23
#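 Compound inhibition of the preformed complex between 50 nM HP1-beta and 50 nM biotinylated H3K9me3 peptide was read by AlphaScreen. Buffer was PBS pH 7.4 with 0.01% Tween-20. Incubations ran 30 min at room temperature, with 10 ug/mL donor/acceptor beads.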
# rTrxR1 inhibitor: blocks rat thioredoxin reductase 1; recombinant rTrxR1, NADPH fluorescence consumption, selenite substrate; O89049; actives 1% (n = 390,000); AID 588453; Potency, µM (series often up to 114 µM), for the others: at the highest dose activity change, negative = inhibition, hits mostly inhibitors; also: potency is read from the fitted curve at half-maximal effect; % is scaled to controls: 0 for no effect and ±100 for the full control effect; nearly all actives have a fitted effect of over 65% in size
#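 Rat TrxR1 (90 nM in the dispensed reagent) was pre-reduced with 400 uM NADPH for 5 min at room temperature, then incubated with compound for 15 min. After 400 uM selenite was added, NADPH fluorescence (Ex 340/Em 450 nm) was followed for 8 min.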
# PI4K2A block: blocks human PI4K2A kinase activity; Q9BTU6; purified PI4K2A, ADP-Glo luminescence, 1 h; active compounds read low; activity change, negative = inhibition, % at 76.9 µM; actives 0.13% (n = 420,000); in the data active = activity change below about -50%; inconclusive = mostly about -30% to -49%;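 also: -100% = wells without enzyme as full effect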
# Target sequence (Q9BTU6 whole entry, looked up): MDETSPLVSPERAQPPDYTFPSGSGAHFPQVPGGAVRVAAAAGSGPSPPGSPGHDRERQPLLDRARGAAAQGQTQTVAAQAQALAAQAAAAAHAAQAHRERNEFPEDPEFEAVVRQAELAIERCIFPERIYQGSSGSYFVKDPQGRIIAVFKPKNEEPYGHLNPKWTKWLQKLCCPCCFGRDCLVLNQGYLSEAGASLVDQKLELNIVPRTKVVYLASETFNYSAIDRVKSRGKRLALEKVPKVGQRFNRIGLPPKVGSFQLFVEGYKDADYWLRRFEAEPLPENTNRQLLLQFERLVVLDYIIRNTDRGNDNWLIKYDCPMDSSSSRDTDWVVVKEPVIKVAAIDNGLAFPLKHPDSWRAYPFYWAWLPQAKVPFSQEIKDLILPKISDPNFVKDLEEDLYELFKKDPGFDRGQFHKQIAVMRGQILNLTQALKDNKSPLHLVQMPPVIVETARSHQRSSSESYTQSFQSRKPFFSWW
#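 PI4K2A activity was measured by ADP-Glo luminescence: enzyme (4 ug/mL stock) and phosphatidylinositol (1.2 mM stock) in Tris pH 7.5/MgCl2/EGTA/Triton X-100 buffer were reacted with ATP (300 microM stock) for one hour at ambient temperature.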
# Tb PGK inh: blocks T. brucei phosphoglycerate kinase; P07378; PGK/GAPDH coupled, Kinase-Glo luminescence, 60 min; Potency, µM (top dose mostly 57.5 µM), for inactives: top-dose activity change, negative = inhibition, actives largely listed as inhibitors; actives 0.043% (n = 380,000); AID 602233; also: potency is read from the fitted curve at half-maximal effect; % is scaled to controls: 0 for no effect and ±100 for the full control effect; nearly all actives have a fitted effect of over 60% in size
#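 Recombinant glycosomal PGK reaction used 1,3-bisphosphoglycerate generated in-well by GAPDH (100nM final) in 100mM TEA pH 7.6, 5mM MgCl2, 0.01% Tween-20. After 60 minutes at room temperature, ATP was read by Kinase-Glo Plus luminescence end-point.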
# * hit, by the source's call; i = inactive; ? = inconclusive; / = not tested or not shown; & = joins results of further samples; [ ] = remark or other dose. Unless noted, calls follow the shape of the dose curve; as a rule, active = well fitted curve in the direction sought with a large enough effect; inconclusive = small, poorly fitted or top-dose-only effect, or another doubt; inactive = no such curve, though single readings can be large; an effect the other way counts as inactive or inconclusive.
rTrxR1 inhibitor,TrxR1 substrate,Tb PGK inh,PI4K2A block,USP1-UAF1 inh,HP1b chromo inh,GLS inhibitor,mIDH1 inhibitor,Pin1 inhibitor,SMILES
17%,4%[57.1 µM],9%,8,-18%,11%,0%,-9%,2%,Cc1ccc(C2(C)CC(C)(C)N(C(=O)CSc3nnc(C)s3)c3ccccc32)cc1 (centres undefined)
13%[57.1 µM],0%[57.1 µM],i,0,-19%,20%,9%,3%,-10%,COc1ccc(N2CC(NC(=O)c3ccc(S(=O)(=O)N4CCOCC4)cc3)CC2=O)cc1 (centres undefined)
-3%[57.1 µM],-4%[57.1 µM],6%,7,-10%,41%[activator],0%,2%,3%,O=Cc1c(N2CCOCC2)nc2ccccn2c1=O
-17%,-6%,8%,0,-14%,30%,16%,-10%,-2%,NC(=O)Cn1cc(/C=N\NS(=O)(=O)c2ccccc2)c2ccccc21
18%,-1%,-2%,0,-11%,50%[activator],0%,-2%,43%[activator],COCC(=O)N1CCC(n2nccc2NC(=O)CCOc2ccccc2)CC1
4%,-3%,-2%,-2,-14%,28%,2%,14%,3%,COc1cc(/C=C\C(=O)O)cc(S(=O)(=O)N2CCCCCC2)c1OC
17%,7%,3%,-2,-18%,26%,1%,0%,5%,Cc1cc2oc(=O)cc(CN3CCN(S(=O)(=O)c4cccs4)CC3)c2cc1C(C)C
16%,3%,i,5,-7%,41%[activator],-5%,-9%,-2%,Cc1ccccc1-n1c(=O)c2c3c(sc2n2cnnc12)CCCC3
16%,8%[2.29 µM],-8%,1,-32%,25%,9%,-10%,3%,CCN1CCN(c2cc(C)c3cc(NC(=O)c4cccc(C(F)(F)F)c4)ccc3n2)CC1
9%[57.1 µM],-8%,i,-2,-15%,16%,-10%,4%,-2%,COc1ccc(OC)c(CNc2c(C=O)c(=O)[nH]c3ccccc23)c1
20%,4%,-4%,7,-17%,83%[activator],4%,3%,-1%,Cc1ccc(Cl)cc1N1CCN(C(=O)c2ccc(NC3=NC4CS(=O)(=O)CC4S3)cc2)CC1 (centres undefined)
0%,-6%,-4%,-2,-16%,42%[activator],-11%,-2%,2%,CCn1c(=S)sc2c(=O)n(CC(=O)NC(C)CCc3ccccc3)c(C)nc21 (centres undefined)
?,5%,/,12,-14%,-9%,2%,1%,20%,NC(=S)N/N=C/c1ccc(-c2cc(Cl)ccc2Cl)o1
/,/,-2%,-4,-23%,/,-6%,8%,/,CC(C)c1ccc(NC2CCCN(C(=O)CN3CCCCC3=O)C2)cc1 (centres undefined)
24%,-5%[57.1 µM],-10%,-3,-2%,-4%,-8%,-6%,-4%,NC(=O)C[C@H](N)c1cn([C@@H](CC(N)=O)C(=O)N2CCNCC2)nn1

# (list continues)
rTrxR1 inhibitor,TrxR1 substrate,Tb PGK inh,PI4K2A block,USP1-UAF1 inh,HP1b chromo inh,GLS inhibitor,mIDH1 inhibitor,Pin1 inhibitor,SMILES
15%[57.1 µM],3%[57.1 µM],-6%,0,2%,21%,4%,3%,-18%,CNS(=O)(=O)c1cc2c3c(cccc3c1)C(=O)NC2=O
28%,2%,-7%,-19,-18%,54%[activator],10%,5%,?,CC(C)OC(=O)c1cccc2c1C(=O)c1ccccc1-2
4%,-5%,-7%,0,-7%,13%,13%,2%,-6%,CCC1CN(C(=O)N2CCC(C(=O)NCc3cccc(F)c3)CC2)c2ccccc2O1 (centres undefined)
9%,-8%,/,-4,-3%,13%,1%,1%,5%,Cc1ccc(SCc2ccc(C(=O)Nc3cccc([N+](=O)[O-])c3)cc2)cc1
27%,3%,-5%,-4,-14%,45%[activator],2%,6%,-2%,NS(=O)(=O)c1ccc(CCNC(=O)CSc2ccc3ccccc3c2)cc1
16µM*,18%,-16%,-12,-19%,-11%,-16%,9%,?,Cc1ccc(NC(=O)N/C=C/c2ccco2)cc1
2%,7%,-4%,4,-8%,40%[activator],0%,-8%,0%,NC(=O)c1c(NC(=O)c2cccnc2)sc2c1CCCC2
42%&19%&-9%[activator],13%,i,-15,6%,3%,-11%,6%,-1%,c1nc(NCC2CCCO2)c2[nH]cnc2n1 (centres undefined)
0%[57.1 µM],6%[57.1 µM],-4%,-6,-19%,8%,3%,1%,0%,O=C(NCc1ccco1)c1cc(-c2ccccc2)nc2ccccc12
6%,17%,-2%,2,-23%,13%,-4%,15%,-5%,CN(C)C(=O)c1cn(-c2ccccc2)nc1-c1cc2ccccc2o1
-3%,-7%,-14%,-3,-20%,29%,-9%,-1%,0%,C/C(N)=C(/C#N)C(=O)COC(=O)c1ccccc1O
9%&-10%,1%&-12%,-1%&9%,-4&1,-29%&-1%,-15%&15%,?,0%&-6%,19%&27%,O=C(CCn1c(=O)c2cccn2c2cccnc21)N1CCN(c2cccc(Cl)c2)CC1
2%,-1%,3%,-2,-15%,62%[activator],6%,1%,1%,CCC/C(=N\NC(=O)c1cccc(C)c1)c1ccccc1
-13%,-8%,i,0,-21%,28%,-7%,5%,1%,COc1ccccc1CCNC(=O)c1ccccc1SCC(=O)N1CCCC1
16%,-3%,8%,-4,-7%,22%,25%,-7%,3%,CC(=O)Nc1ccc(S(=O)(=O)NNC(=O)c2cccc(Cl)c2)cc1

# A draw from above in order of SMILES length, descending:
rTrxR1 inhibitor,TrxR1 substrate,Tb PGK inh,PI4K2A block,USP1-UAF1 inh,HP1b chromo inh,GLS inhibitor,mIDH1 inhibitor,Pin1 inhibitor,SMILES
4%,-5%,-7%,0,-7%,13%,13%,2%,-6%,CCC1CN(C(=O)N2CCC(C(=O)NCc3cccc(F)c3)CC2)c2ccccc2O1 (centres undefined)
0%,-6%,-4%,-2,-16%,42%[activator],-11%,-2%,2%,CCn1c(=S)sc2c(=O)n(CC(=O)NC(C)CCc3ccccc3)c(C)nc21 (centres undefined)
4%,-3%,-2%,-2,-14%,28%,2%,14%,3%,COc1cc(/C=C\C(=O)O)cc(S(=O)(=O)N2CCCCCC2)c1OC
9%[57.1 µM],-8%,i,-2,-15%,16%,-10%,4%,-2%,COc1ccc(OC)c(CNc2c(C=O)c(=O)[nH]c3ccccc23)c1
16µM*,18%,-16%,-12,-19%,-11%,-16%,9%,?,Cc1ccc(NC(=O)N/C=C/c2ccco2)cc1

# Next section.
rTrxR1 inhibitor,TrxR1 substrate,Tb PGK inh,PI4K2A block,USP1-UAF1 inh,HP1b chromo inh,GLS inhibitor,mIDH1 inhibitor,Pin1 inhibitor,SMILES
26%[57.1 µM],-6%[57.1 µM],i,2,-17%,24%,-8%,5%,-3%,CCC(CC)c1nnc(NC(=O)c2cccnc2SC)s1
2%[57.1 µM],-8%[57.1 µM],i,-4,-16%,35%,-1%,8%,6%,Cc1ccc(-c2csc(NCCc3nc4cc(Cl)c(Cl)cc4n3CCCO)n2)cc1
6%,-1%,i,-2,-15%,36%,-1%,1%,-3%,COc1ccc(C(=O)n2nc(N)c3cc4ccc(C)cc4nc32)cc1OC
12%[57.1 µM],-11%,-10%,0,-20%,-9%,?,-1%,10%,NC(=O)CSc1nnc(-c2cccc(S(=O)(=O)N3CCOCC3)c2)n1C1CCCCCC1
30%,12%,-11%,-2,-1%,5%,4%,0%,-3%,O=C(NCc1nnnn1-c1ccc(F)cc1)C1CC(=O)N(c2ccc(F)cc2)C1 (centres undefined)
27%,8%,6%,-2,-27%,41%[activator],5%,2%,25%,CCN(C(=O)Cn1c(=O)n(Cc2ccc3c(c2)OCO3)c(=O)c2ccc(C(=O)NC3CCCCC3)cc21)c1cccc(C)c1
16%[57.1 µM],7%[57.1 µM],-12%,-3,?,-4%,6%,-3%,0%,Cc1cc(OCc2nnc(SC(C)C(=O)O)n2Cc2ccccc2)ccc1Cl (centres undefined)
?,4%[57.1 µM],-10%,-5,-7%,167%[activator],-15%,13%,-2%,COc1ccc2c(c1)CCc1cn3nc(C)cc3nc1-2
22%,-3%,1%,8,-13%,3%,-8%,7%,6%,COc1cccc(C(=O)NC(=NCCc2c[nH]c3ccc(OC)cc23)Nc2nc(C)cc(C)n2)c1
28%,7%,-2%[11.5 µM],1,6%,28%,-1%,6%,-3%,O=C(COc1ccc(Cl)cc1)Nc1ccccc1C(=O)NCc1ccco1
11%,-2%,-2%,0,-25%,19%,-3%,-6%,-6%,CC(=O)N1CCN(C(=O)c2cc(S(=O)(=O)N(C)c3ccc(F)cc3)ccc2Cl)CC1
-30%,-8%,3%,-3,-1%,16%,27%,1%,40%[activator],C=CCn1c2ccccc2c2nnc(SCc3[nH]c(=O)[nH]c3C(=O)CCCCC(=O)OCC)nc21
3%,6%,6%,3,-2%,16%,-1%,6%,-2%,O=C(NCCc1ccncc1)Nc1ccc(F)cc1
29%[57.1 µM],5%,i,-1,2%,8%,-3%,1%,2%,Cc1ccc(NC(=O)COC(=O)Cn2cnc3c2c(=O)n(C)c(=O)n3C)c(Cl)c1

# An excerpt; the hit share may differ from the screen's.
